From PubChem BioAssay
TRPN1 ag: zebrafish TRPN1 (NompC) channel agonism; HEK293 zebrafish TRPN1-YFP, Fluo-8 calcium fluorescence; 100% = response to 87 µM carbachol; activation, % at 3 µM; hit rate 0.18% among 220,000; AID 1424;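 active = activation above its plate's cutoff, the mean activation of test wells on that plate plus 3 SD, cut at about 19% in these data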;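 also: 0% = DMSO alone and 100% = 87 µM carbachol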
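Control set: carbachol 87 µM as high control, DMSO as low control; system: HEK293 stable line with zebrafish TRPN1-YFP; read-out: % activation versus carbachol response; detection: intracellular calcium fluorescence with Fluo-8; doses: single test compound dose, 3 µM nominal, 0.3% DMSO; schedule: dye 1 h 37 °C plus 30 min RT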
Wee1 degr inh: inhibitors of human Wee1 degradation | P30291 | HeLa Luc-Wee1K328M stability, luciferase luminescence; 100% = proteasome inhibitor MG132 effect | reporter increase, % at 5 µM | hit rate 1.2% among 220,000 | AID 1321;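 active = activation above the mean of all tested compounds plus 3 SD, set per screening run, cut at about 8.8% in these data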;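 also: cells exposed to compound for 20 h before luminescence read; 0% = DMSO alone and 100% = MG132 at 30 µM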
RBBP9 inh: human RBBP9 hydrolase inhibition; O75884; recombinant RBBP9, FP-Rh probe fluorescence polarization; inhibition, % at 7.94 µM; hit rate 0.2% among 220,000; AID 1515;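 active = inhibition above the campaign mean of all tested compounds plus 3 SD, cut at about 14% in these data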;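 also: plate controls were DMSO wells with RBBP9 for no effect and wells lacking RBBP9 protein for full effect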
Target sequence (O75884 whole entry, looked up): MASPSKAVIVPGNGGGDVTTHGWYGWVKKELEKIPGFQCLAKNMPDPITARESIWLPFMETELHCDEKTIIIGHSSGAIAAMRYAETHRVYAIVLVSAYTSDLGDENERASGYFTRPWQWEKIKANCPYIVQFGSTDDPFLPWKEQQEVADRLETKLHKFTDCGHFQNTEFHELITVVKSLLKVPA
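Test system – recombinant human RBBP9 · Input – RBBP9 2.5 µM in dispensing solution, pre-mixing · Medium – Tris buffer pH 8.0, NaCl, Pluronic · Schedule – preincubation 30 min plus labeling 45 min at 25 °C · Measured by – fluorescence polarization · Measure – % inhibition · Controls – DMSO and no-protein wells · Replicates – one well per compound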
Ba/F3 V617F tox: loss of viability in JAK2V617F-driven Ba/F3 cells | Ba/F3 EpoR-JAK2V617F viability, ATP luminescence | hit rate 1.1% among 220,000 | inhibition, % at 5.6 µM;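 active = inhibition above the campaign mean plus 3 SD over all tested compounds, cut at about 24% in these data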;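 also: cytokine-independent growth of Ba/F3 cells driven by EpoR plus mutant JAK2; 0% = DMSO-treated cells and 100% = JAK inhibitor I control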
TRPML3 ag: agonists of human TRPML3 channel | Q8TDD5 | HEK293 TRPML3-YFP, Fluo-8 calcium fluorescence; 100% = the carbachol control signal | activation, % at 3 µM | hit rate 0.29% among 220,000;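 active = activation above its plate's cutoff, the mean activation of the plate's test wells plus 3 SD, cut at about 12% in these data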;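 also: 0% = DMSO only wells and 100% = carbachol wells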
Target sequence (Q8TDD5 whole entry, looked up): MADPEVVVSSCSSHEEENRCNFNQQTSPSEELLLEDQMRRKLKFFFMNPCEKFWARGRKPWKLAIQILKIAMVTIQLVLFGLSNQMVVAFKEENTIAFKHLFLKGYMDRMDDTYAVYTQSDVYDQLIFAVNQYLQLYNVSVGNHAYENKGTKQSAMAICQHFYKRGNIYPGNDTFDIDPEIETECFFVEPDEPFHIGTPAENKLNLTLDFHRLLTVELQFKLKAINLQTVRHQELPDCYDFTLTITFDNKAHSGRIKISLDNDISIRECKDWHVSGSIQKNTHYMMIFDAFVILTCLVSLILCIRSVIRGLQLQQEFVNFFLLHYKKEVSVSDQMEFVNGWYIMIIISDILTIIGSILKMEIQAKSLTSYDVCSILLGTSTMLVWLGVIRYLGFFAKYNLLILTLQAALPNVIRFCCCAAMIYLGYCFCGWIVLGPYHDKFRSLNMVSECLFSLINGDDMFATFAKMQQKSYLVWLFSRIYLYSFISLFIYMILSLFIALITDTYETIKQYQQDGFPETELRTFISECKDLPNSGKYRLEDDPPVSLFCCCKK
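Test system: HEK293 cells stably carrying human TRPML3-YFP; Doses: single dose, 3 µM final nominal compound, 0.3% DMSO final; Schedule: dye loading 1 h 37 °C then 30 min ambient, 125 s read; Technique: Fluo-8 calcium fluorescence; Benchmarks: high control carbachol 87 µM, low control DMSO.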
BaF3 parental: counter-screen for JAK2V617F inhibitors: parental Ba/F3 viability inhibitors. CellTiter-Glo ATP luminescence. inhibition, % at 5.6 µM. hit rate 1.1% among 220,000. AID 1486;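 active = inhibition above a per-campaign cutoff, the mean inhibition of all tested compounds plus 3 SD, cut at about 27% in these data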;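 also: 0% = DMSO wells and 100% = JAK Inhibitor I control wells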
TNF death inh: inhibitors of TNF-alpha induced necroptosis in Jurkat FADD-/- cells | Jurkat FADD-/- TNF necroptosis rescue, ATP luminescence, 24 h; 0 = TNF only, 100 = no-TNF cells | activation (protection from cell death), % at 10 µM | hit rate 0.068% among 220,000 | AID 463075;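 active = activation, meaning protection from cell death, of at least 50% relative to plate controls; inactive = activation below 50%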;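 also: necroptosis triggered by 40 ng/mL TNF-alpha added together with compound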
PPC-1+TRAIL kill: compounds killing PPC-1 cancer cells with TRAIL present (potentiator screen, no TRAIL-free arm); PPC-1 cells + TRAIL, ATPLite viability luminescence; cell killing (% activity), % at 4 µM; hit rate 0.41% among 220,000; AID 1443;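 active = cell killing above 50% in the first pass at 4 µM, then a duplicate retest at 5 µM averaging 50% or more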;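 also: plate controls were cells with TRAIL plus DMSO for no effect and medium-only wells lacking cells for full effect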
CHOP inh: blocks CHOP induction under ER stress; hit rate 3.8% among 220,000; inhibition, % at 10 µM; CHO-K1 CHOP-promoter luciferase, tunicamycin-induced, 15-18 h;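 active = compounds that reduced the stress-induced luciferase reporter signal by more than about 70% of percent inhibition, limit read from the data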;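 also: 0% = tunicamycin plus vehicle and 100% = wells without tunicamycin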
* marks the source's active call; other numbers are inactive results.

Values run as follows: TRPN1 ag	Wee1 degr inh	RBBP9 inh	Ba/F3 V617F tox	TRPML3 ag	BaF3 parental	TNF death inh	PPC-1+TRAIL kill	CHOP inh
CC(=O)c1cccc(N(C(=O)Cn2nnc3ccccc32)C(C(=O)NCC2CCCO2)c2ccc(N3CCOCC3)cc2)c1 (stereo not given)
→ 1.0	-1	-3	-5	0.5	1	0.4	3	-6
CC1CCN(C(=O)CN2C(=O)C(C)(C)Oc3ccc(C(=O)NC4CCCC4)cc32)CC1
→ -0.8	0	-1	3	0.4	1	-0.2	7	39
CC1CCN(S(=O)(=O)c2ccc(Cl)cc2)CC1
→ 1.3	-1	-3	-5	9.5	6	-0.3	-1	64
CCC(C)[C@H](NC(=O)NCC1CCCO1)C(=O)OC (stereo not given in full)
→ -0.3	-2	-8	1	0.5	5	-0.7	-4	20
Cc1ccc(OCCOc2cccc(Br)c2)c([N+](=O)[O-])n1
→ -2.6	-1	-11	4	-0.2	6	0.4	1	9
CNC(=O)c1[nH]cnc1C(=O)N[C@@H](CC(C)C)C(=O)OC(C)(C)C
→ 0.1	0	1	1	0.1	2	-0.6	20	14
O=C(COC(=O)c1cccc(C(F)(F)F)c1)NCc1ccc(Cl)cc1
→ -0.3	2	-5	0	0.9	3	5.5	35	26
Cc1ccc(C)c(NS(=O)(=O)c2ccc(OCC(=O)NCc3ccccn3)cc2)c1
→ 0.2	-2	-6	-1	0.7	2	0.9	-29	24
CN(C(=O)CCn1c(=S)oc2ccccc21)C1CCCCC1
→ -0.1	-2	-3	-7	1.4	-1	4.7	-16	5
NC(=S)N/N=C/c1cc([N+](=O)[O-])ccc1OCCOc1ccccc1
→ -1.5	7	-3	3	-0.2	6	-1.6	21	47
COc1ccccc1NC(=O)CN1CCCCC1
→ 1.5	-1	-2	-2	0.9	6	-1.1	-3	16
Oc1c(C(c2ccccn2)N2CCC(Cc3ccccc3)CC2)cc(Cl)c2cccnc12 (stereo not given)
→ 0.8	6	5	-5	0.9	-1	-9.0	26	-346
O=C(CN1C(=O)C2CCCCC2C1=O)Nc1nccs1 (stereo not given)
→ -0.1	0	-10	5	0.0	2	1.9	4	5
C(=N\Nc1nc(N2CCCC2)nc(N2CCCC2)n1)/c1ccncc1
→ 1.1	4	-6	3	1.1	6	0.5	-1	7
COC(=O)C1(C(C[N+](=O)[O-])c2ccco2)C(=O)NCC1c1ccccc1 (stereo not given)
→ -0.1	4	-8	-4	17*	-1	0.1	3	-11
Cc1ccc(-n2cc(-c3ccccc3)c3c(NN4CCOCC4)ncnc32)cc1
→ 0.9	3	-5	0	1.1	5	1.3	7	11
CCCNS(=O)(=O)c1ccc(N2CCCC2=O)c([N+](=O)[O-])c1
→ -1.1	4	-2	-6	0.0	1	1.0	-3	4
CCOC(=O)c1cc(/C(C)=N/OC(=O)c2ccc(C(C)(C)C)cc2)on1
→ 0.0	-2	3	0	0.9	1	-6.6	2	-5
O=C(NCCN=C1NS(=O)(=O)c2ccccc21)c1ccc2nccnc2c1
→ 2.2	-1	-10	1	1.1	5	0.3	1	-12
CCN1CCN(C(c2cccs2)C(C)NS(=O)(=O)c2ccc(C)cc2)CC1 (stereo not given)
→ -0.2	-1	-12	4	0.5	2	0.2	0	-9

In the list so far, these have a Cl atom.
Values run as follows: TRPN1 ag	Wee1 degr inh	RBBP9 inh	Ba/F3 V617F tox	TRPML3 ag	BaF3 parental	TNF death inh	PPC-1+TRAIL kill	CHOP inh
CC1CCN(S(=O)(=O)c2ccc(Cl)cc2)CC1
→ 1.3	-1	-3	-5	9.5	6	-0.3	-1	64
O=C(COC(=O)c1cccc(C(F)(F)F)c1)NCc1ccc(Cl)cc1
→ -0.3	2	-5	0	0.9	3	5.5	35	26
Oc1c(C(c2ccccn2)N2CCC(Cc3ccccc3)CC2)cc(Cl)c2cccnc12 (stereo not given)
→ 0.8	6	5	-5	0.9	-1	-9.0	26	-346

Other structures follow:
Values run as follows: TRPN1 ag	Wee1 degr inh	RBBP9 inh	Ba/F3 V617F tox	TRPML3 ag	BaF3 parental	TNF death inh	PPC-1+TRAIL kill	CHOP inh
Cn1c(=O)[nH]c(=O)c2c1nc(CN1CCN(c3cccc(Cl)c3)CC1)n2Cc1ccccc1Cl
→ 0.9	2	-3	-6	0.2	-1	-11	-12	45
O=C(OC1CCCCC1=O)c1cc(=O)c2ccccc2o1 (stereo not given)
→ 0.7	4	0	-3	0.9	3	1.1	9	11
N/C(=N\OC(=O)CCC(=O)O)c1ncc(C(F)(F)F)cc1Cl
→ 0.8	-3	-5	-3	0.9	3	0.6	4	19
Cc1nn(CCC#N)c(N)c1C1(O)C(=O)Nc2c(Cl)cc(Cl)cc21 (stereo not given)
→ 1.6	0	-11	2	1.3	1	-2.1	8	4
COc1cccc(C=Nc2ccccc2C(=O)Nc2nccs2)c1OC
→ -0.1	0	-2	2	0.8	5	0.5	0	2
CC(NC(=O)CCCCCCN1C(=O)c2ccccc2C1=O)c1ccc2c(c1)CCCC2 (stereo not given)
→ -1.2	8	-3	-3	0.1	1	1.7	-10	40
COc1ccccc1Nc1ncnc2ccc(C)cc12
→ 0.0	-1	-2	3	0.5	8	-0.2	10	20
CC1Cc2ccccc2N1C(=O)COc1cccc(-n2cnnn2)c1 (stereo not given)
→ 2.2	-2	4	4	1.6	12	1.1	0	10
COC(=O)CCC(=O)NS(=O)(=O)c1ccc(N=NN2CCOCC2)cc1
→ 0.9	0	-4	0	0.2	8	0.8	18	18
O=C1NC(c2ccccc2)(C(F)(F)F)SC2=NCCCN12 (stereo not given)
→ 0.1	-3	-3	4	0.4	3	-1.5	2	8
COc1c(Cl)cc(Cl)cc1CNCCO
→ 0.8	0	1	-1	1.3	0	-0.3	2	5
COC(=O)Cn1cc(C(=O)OC)cc(Br)c1=O
→ 0.3	-1	-3	-3	0.8	-5	2.3	-2	24
COc1cc(NC(=S)N2CCN(C/C=C/c3ccccc3)CC2)cc(OC)c1
→ -1.3	-3	-5	-3	0.2	2	2.9	7	2
COc1ccc(COc2ccsc2C(=O)Nc2ccc(Cl)cc2)cc1
→ -0.2	7	-3	-4	0.4	1	-0.1	22	38
Clc1ccc(Cn2ncc3c(NCc4ccccc4)ncnc32)c(Cl)c1
→ -0.1	-2	-10	2	1.4	2	-11	-3	81*
CC(C)Nc1nc(NC(C)C)nc(N(C#N)C(C)C(=O)N(C)C)n1 (stereo not given)
→ 0.2	6	-14	8	0.1	10	0.2	-10	-17
CCOCN(C(=O)Cn1c(COC)nc2ccccc21)c1c(C)cccc1CC
→ -0.5	-2	0	0	0.6	6	0.4	12	8
Fc1ccccc1NC(=S)NNc1ncc(C(F)(F)F)cc1Cl
→ 5.9	1	2	-4	2.5	2	1.1	9	6
Cc1ccc2cc(CN(CC3CCCO3)S(=O)(=O)c3ccccc3)c3nnnn3c2c1 (stereo not given)
→ -0.4	-2	-8	7	0.4	6	0.5	21	-28
C#CCOCCOCCOCCNc1nc(N2CCN(C(=O)[C@H](CCC(=O)O)n3cc(C(N)CO)nn3)CC2)nc(N2CCN(C(=O)[C@H](CCC(=O)O)n3cc(C(N)[C@H](C)CC)nn3)CC2)n1 (stereo not given in full)
→ -1.5	0	-1	-4	-0.4	2	0.6	4	14
Cc1noc(C)c1C(=O)OCC(=O)N1CCN(S(=O)(=O)c2ccc3ccccc3c2)CC1
→ -2.9	2	-1	-5	0.1	-7	-1.4	7	4
NS(=O)(=O)c1cccc(NC(=O)Cn2cnc3ccccc3c2=O)c1
→ 0.6	2	-7	1	1.1	4	-0.3	-5	-9
CC(=O)OC(CC(=O)O)C[N+](C)(C)C (stereo not given)
→ 0.1	1	-8	-2	0.2	8	-6.1	15	11
O=C(O)c1cc2c(s1)-c1ccccc1OC2
→ 0.1	1	6	-3	0.9	2	1.6	17	28
COc1cc(CN2CCCC(C)C2)cc([N+](=O)[O-])c1O (stereo not given)
→ 1.4	0	-11	-3	1.0	2	-1.8	-19	19
CC1CCN(c2nc(N(C)c3ccccc3)nc(N)c2[N+](=O)[O-])CC1
→ -1.2	0	-6	-3	-0.1	0	-4.3	6	11
COCCCNc1nc2nonc2nc1N(C)CC1CCCN1C (stereo not given)
→ 0.7	-3	-13	3	0.7	3	0.4	15	-18
CCSc1nnc(-c2cccc(S(=O)(=O)N(C)C)c2)n1-c1cc(OC)ccc1OC
→ -0.7	1	-5	-4	-1.6	1	-2.5	15	8
Cn1nnnc1Sc1c(Cl)cccc1[N+](=O)[O-]
→ 2.6	2	-3	1	0.6	4	0.5	10	25
CCOc1ccc(-c2cn(-c3cccc(SC)c3)c(=O)[nH]2)cc1
→ 3.9	-2	-2	-2	2.0	-3	1.0	17	52
O=C(c1nc2ncccn2n1)N1CCN(c2ccccc2)CC1
→ 1.9	-4	-3	-2	0.1	1	-1.1	31	-3
COc1ccc(N2CCN(c3oc(COc4ccccc4)nc3C#N)CC2)cc1
→ -2.9	-1	-7	3	0.3	4	2.3	13	35
CC(C)OCC(O)CN1CCN(CC(O)COc2ccc3c(c2)OCO3)CC1 (stereo not given)
→ 0.6	-3	-7	-5	0.6	2	0.0	0	23
COC(=O)CN1C(=S)N(Cc2ccccc2)C(=O)C1CC(=O)Nc1ccc(Br)cc1 (stereo not given)
→ 3.8	1	-15	-4	2.1	-2	-5.8	1	102*
Cc1ccc(OCc2nc(C#N)c(N3CCCCC3)o2)cc1
→ -2.5	1	-1	2	-0.7	-2	1.9	17	19
Cc1ccn2c(CNCCCn3cccn3)c(C(=O)N3CCCCCC3)nc2c1
→ 0.4	4	-8	0	0.7	-1	0.8	19	13
COC(=O)C1=NN(c2ccc(C)cc2)C2C(=O)N(c3ccccc3OC)C(=O)C12 (stereo not given)
→ 0.8	-2	-11	-1	0.3	2	0.4	4	6
Cc1c(C)n(CC(O)CN2C(=O)c3ccccc3S2(=O)=O)c2ccccc12 (stereo not given)
→ 0.3	-2	7	-1	0.0	4	0.2	21	41
C/C(=N\Nc1ccc(C(F)(F)F)cn1)c1ccc(S(=O)(=O)NCc2ccco2)cc1
→ 0.6	8	-5	3	0.5	3	1.7	18	50
CN1/C(=C\C(=O)COC(=O)c2ccccc2O)C(C)(C)c2ccccc21
→ 0.7	5	-9	-1	1.2	2	-3.3	15	11
COc1ccc(S(=O)(=O)c2nnn(-c3ccccc3Cl)c2N)cc1
→ 1.4	2	-6	-2	0.8	1	1.7	15	23
O=C(CN(Cc1cccs1)C(=O)CSc1nnc(COc2ccccc2)o1)NC1CCCC1
→ -0.2	0	-1	-5	-0.8	-1	0.6	17	9
CC(C)=CC(=O)NCCc1ccccc1
→ -1.2	10.0*	0	3	0.3	3	0.2	2	85*

Rows are unselected; 6.8% or so of the library scored in one or more.
